# SRC1 inh: SRC1 coactivator transcriptional activity inhibitors, primary screen, cell-based, luminescence. Nuclear receptor coactivator 1 (Homo sapiens), Q15788. HEK293 GAL4-SRC1 luciferase reporter. inhibition, % at 3.6 µM. 360,000 compounds, 0.12% hits. AID 588354, 2011;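 active means inhibition above the campaign mean plus 3 SD, with each screening campaign given its own cutoff, cut at about 60% in these data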;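 further: 0% = DMSO treated cells and 100% = gossypol at 36 µM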
# CF NFkB block: inhibitors of PAF-induced NF-kB signaling, primary screen, cell-based, GFP fluorescence, uHTS | KKLEB NF-kB-GFP reporter, GFP fluorescence overnight | inhibition, % at 5 µM | 360,000 compounds, 0.86% hits | AID 588850, 2011;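 active means at least 50% inhibition at 5 µM, scaled per plate between neutral and stimulator controls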;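 further: PAF is a Pseudomonas aeruginosa culture filtrate used as stimulus; plate controls were PAF-stimulated DMSO wells for no effect and unstimulated DMSO wells for full effect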
# EBV LMP1 NFkB: EBV LMP1-driven NF-kappaB luciferase reporter inhibitors, primary screen, cell-based, luminescence, single point | LMP1-induced NF-kappaB luciferase reporter cells | inhibition, % at 12.5 µM | 350,000 compounds, 0.69% hits; in the data active means inhibition above about 41%;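 further: 0% = neutral control wells and 100% = reference inhibitor control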
# TRAIL sens C8: viability loss with TRAIL in NB7+C8 cells, primary screen, TRAIL sensitizer project, cell-based, ATPlite luminescence. 360,000 compounds, 1% hits. inhibition (viability loss, TRAIL sensitization), % at 10 µM;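 active means compounds causing at least 50% loss of cell viability in the single-dose screen, relative to plate controls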
# NR2F2 inh: NR2F2 transcriptional activity inhibitors, primary screen, cell-based, luciferase reporter, HEK293T, luminescence | COUP transcription factor 2 (Homo sapiens), P24468 | HEK293T NGFI-A luciferase reporter | inhibition, % at 8.6 µM | 370,000 compounds, 0.7% hits;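 active means inhibition above a per-plate cutoff, mean inhibition of test wells between control levels plus 3 SD, cut at about 38% in these data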;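 further: cells cotransfected with COUP-TFII expression vector driving the NGFI-A reporter; 0% = median of COUP-TF2 test wells and 100% = reporter-only cells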
# Target sequence (P24468 whole entry, looked up): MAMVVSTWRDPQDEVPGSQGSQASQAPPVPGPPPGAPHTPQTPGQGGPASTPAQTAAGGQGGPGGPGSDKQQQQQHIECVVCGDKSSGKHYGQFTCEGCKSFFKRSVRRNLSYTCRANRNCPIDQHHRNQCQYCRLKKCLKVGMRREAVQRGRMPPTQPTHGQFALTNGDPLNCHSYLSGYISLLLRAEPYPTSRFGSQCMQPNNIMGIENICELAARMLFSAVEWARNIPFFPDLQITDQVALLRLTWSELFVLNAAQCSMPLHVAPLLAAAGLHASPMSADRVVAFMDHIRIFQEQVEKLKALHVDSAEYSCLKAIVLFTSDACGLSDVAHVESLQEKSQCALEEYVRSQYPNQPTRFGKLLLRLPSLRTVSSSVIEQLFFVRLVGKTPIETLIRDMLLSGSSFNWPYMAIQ
# SRC3 inh: SRC3 coactivator transcriptional activity inhibitors, primary screen, cell-based, luminescence; HEK293 GAL4-SRC3 luciferase reporter; AID 588352, 2011; 360,000 compounds, 0.17% hits; inhibition, % at 3.6 µM;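 active means inhibition above a per-campaign cutoff, the mean of all compounds plus 3 SD, cut at about 60% in these data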;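 further: 0% = DMSO-treated cells and 100% = gossypol-treated cells at 36 µM; higher means less SRC3-driven luciferase light from the GAL4 reporter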
# NCOA2 inhibitor: inhibition of GAL4-SRC2 driven luciferase reporter, primary screen, SRC2 inhibitor project, cell-based, luminescence. inhibition, % at 9 µM. Nuclear receptor coactivator 2 (Homo sapiens), Q15596. HEK293 GAL4-SRC2 luciferase reporter. 370,000 compounds, 0.17% hits;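 active means inhibition above the mean inhibition of all tested compounds plus 3 SD, set per campaign, cut at about 52% in these data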;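 further: 0% = DMSO treated cells and 100% = cells given Gossypol at 36 µM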
# KKLEB cytotox: cytotoxicity in KKLEB CF airway cells, primary screen, cytotoxicity control for CF NF-kB inhibitor project, cell-based, uHTS, fluorescence assay plates; 360,000 compounds, 0.36% hits; activity change (cytotoxicity), % at 5 µM; KKLEB CF airway cells viability, ATPlite luminescence, overnight; active compounds read low; cells stimulated with P. aeruginosa culture filtrate;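 active means corrected activity change at or below -50% at 5 µM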
# NR5A2 inv ag: LRH-1 (NR5A2) inverse agonists, primary screen, cell-based, luminescence, HEK293T, StAR-luciferase reporter; LRH-1 transfected, 24 h; inhibition, % at 3.6 µM; 360,000 compounds, 0.13% hits; AID 602396, 2012;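 active means inhibition above the mean inhibition of all tested compounds plus 3 SD, cut at about 73% in these data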;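 further: 0% = DMSO wells and 100% = reporter-only cells lacking LRH-1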
# Target sequence (O00482 whole entry, looked up): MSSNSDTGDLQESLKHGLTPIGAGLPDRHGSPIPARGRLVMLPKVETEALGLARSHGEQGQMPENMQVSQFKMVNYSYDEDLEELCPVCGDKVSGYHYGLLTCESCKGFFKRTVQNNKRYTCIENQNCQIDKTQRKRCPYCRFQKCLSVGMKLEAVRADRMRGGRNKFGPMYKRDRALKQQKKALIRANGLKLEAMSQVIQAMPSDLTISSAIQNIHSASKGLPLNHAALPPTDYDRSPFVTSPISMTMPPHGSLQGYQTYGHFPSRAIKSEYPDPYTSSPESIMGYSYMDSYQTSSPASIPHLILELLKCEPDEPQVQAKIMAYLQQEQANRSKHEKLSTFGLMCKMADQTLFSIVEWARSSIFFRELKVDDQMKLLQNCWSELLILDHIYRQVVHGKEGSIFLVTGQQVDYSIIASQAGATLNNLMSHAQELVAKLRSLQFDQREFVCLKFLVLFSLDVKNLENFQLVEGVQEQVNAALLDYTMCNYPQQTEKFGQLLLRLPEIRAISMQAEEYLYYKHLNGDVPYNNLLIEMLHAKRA
# TWEAK-Fn14 inh: inhibitors of TWEAK-Fn14 signaling, primary screen, luciferase reporter cells, uHTS. TWEAK-stimulated Fn14 reporter cells, luciferase luminescence, 8 h. inhibition, % at 10 µM. 360,000 compounds, 2% hits; in the data active means inhibition above about 50%
# TROY signal inh: inhibitors of TROY-driven NF-kB signaling, primary screen, Q293 LMP1-TROYcd cells, NF-kB luciferase, uHTS. inhibition, % at 10 µM. 360,000 compounds, 0.98% hits. AID 1347056, 2019. Q293 LMP1-TROYcd NF-kB luciferase reporter, 4 h;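 active means compounds whose plate-normalised and pattern-corrected inhibition of the luciferase reporter signal at the single screening dose is 50% or more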
# * hit, by the source's call; . = no result given.
1. CC(C)CC(=O)n1sc(NC(=O)c2ccccc2)nc1=O
2. COc1cc2cc(CN(CCCN3CCOCC3)C(=O)Nc3ccc(F)cc3)c(=O)[nH]c2cc1OC
3. COc1ccc(N(CC(=O)Nc2cccc(N(C)S(C)(=O)=O)c2)S(C)(=O)=O)cc1OC
4. Cn1c(=O)c2[nH]c(Cc3cccc4ccccc34)nc2n(C)c1=O
5. O=C(COC(=O)c1ccccc1)Nc1ccccc1Sc1ccccc1
6. CCOc1ccc(N2CC(C(=O)NCCc3ccc(F)cc3)CC2=O)cc1 (configuration not stated)
7. Cc1cc(/C=C2\NC(=O)N(Cc3ccc(Cl)cc3)C2=O)c(C)n1C
8. CCOc1ccc(NC(=O)C2CCN(S(=O)(=O)c3ccc4c(c3)C(C)(C)C(=O)N4C)CC2)cc1
entry no.	1	2	3	4	5	6	7	8
SRC1 inh	2	6	7	1	-17	-10	-10	0
CF NFkB block	-22	2	-1	-13	2	-11	2	-2
EBV LMP1 NFkB	6	-1	-3	13	4	4	4	7
TRAIL sens C8	7	-2	-3	0	6	-16	-13	4
NR2F2 inh	13	-11	11	-2	17	7	-12	0
SRC3 inh	10	9	23	-5	13	-8	-3	3
NCOA2 inhibitor	10	-9	2	-28	22	-18	11	-16
KKLEB cytotox	4	4	11	-19	-8	2	-6	-11
NR5A2 inv ag	7	6	-5	-1	-18	7	5	-5
TWEAK-Fn14 inh	31	-7	12	17	-24	19	14	11
TROY signal inh	-11	15	8	38	4	13	9	-7

9. COc1ccc(/C=C2/SC(=O)N(CCNC(=O)C3CC(=O)N(Cc4ccccc4)C3)C2=O)cc1 (configuration not stated)
10. Cc1onc(-c2ccccc2)c1NC(=O)OC(C)c1cccnc1 (configuration not stated)
11. CC(=O)c1cc2c(cc1N(C(=O)c1ccco1)C(C(=O)NC1CCCC1)c1ccccc1F)OCO2 (configuration not stated)
12. O=C(Nc1nccs1)C1CC(=O)N(CCc2ccc(F)cc2)C1 (configuration not stated)
13. ClC1(CNc2ccccc2)CCN(Cc2ccccc2)CC1
14. CCCOC(=O)C1=C(C)N(C)C(=O)NC1c1cc2c(cc1Br)OCO2 (configuration not stated)
15. CCCCC1=CC2=C(c3ccco3)C(=O)C(C)(OC(=O)c3ccc(OC)cc3)C(=O)C2=CN1C1CC1 (configuration not stated)
16. COc1ccc(OCc2cccc(C(=O)O)c2)cc1
entry no.	9	10	11	12	13	14	15	16
SRC1 inh	-56	3	-1	-8	-1	-10	-4	-101
CF NFkB block	-28	11	-3	-19	4	14	26	0
EBV LMP1 NFkB	-19	-2	-8	-9	-2	-30	4	86*
TRAIL sens C8	-4	-15	9	-8	7	0	-15	62*
NR2F2 inh	-23	13	1	-10	12	-4	7	-24
SRC3 inh	-25	-3	22	4	1	6	-7	-41
NCOA2 inhibitor	-7	-1	0	13	-1	-4	-11	-3
KKLEB cytotox	2	8	5	9	8	-5	-4	-5
NR5A2 inv ag	-12	22	5	10	20	-5	-17	-150
TWEAK-Fn14 inh	-18	87*	-15	-12	-14	10	-8	53*
TROY signal inh	-49	-12	-18	-11	-19	4	-8	-38

17. C[C@H](NC(=O)c1ccccc1)C(=O)Nc1nc(-c2ccccn2)cs1
18. O=C(CSCc1ccc(Br)cc1)NCc1ccccn1
19. CC(C(=O)NCc1ccc(F)cc1)c1ccc([N+](=O)[O-])cc1 (configuration not stated)
20. CCSc1nnc(NC(=O)CSc2ncccn2)s1
21. CCN=C(NS(=O)(=O)c1ccc(Br)cc1)c1ccc(Cl)cc1
22. Cc1cnc(C(=O)OCC(=O)Nc2cccc(S(=O)(=O)N3CCOCC3)c2)cn1
23. C#CC[N+](C)(C)CCN1C(=O)C2C(c3ccccc3)C=CC(c3ccccc3)C2C1=O (configuration not stated)
24. COc1ccc(Cl)cc1C(=O)CSc1nnnn1C1CCCC1
entry no.	17	18	19	20	21	22	23	24
SRC1 inh	-10	18	-11	7	0	6	-3	4
CF NFkB block	18	-7	-20	5	0	18	-4	16
EBV LMP1 NFkB	4	-9	6	1	2	0	5	8
TRAIL sens C8	9	17	5	-5	-11	4	-7	12
NR2F2 inh	3	7	16	1	-3	-2	-18	-5
SRC3 inh	-2	-4	2	0	6	3	10	-13
NCOA2 inhibitor	11	31	-1	-29	-23	-4	0	-32
KKLEB cytotox	1	-5	-7	6	0	-3	19	-5
NR5A2 inv ag	-3	-16	-1	-5	-10	-15	-16	6
TWEAK-Fn14 inh	1	18	-14	-4	-8	-3	-12	-35
TROY signal inh	13	-12	1	-29	4	16	-14	-30

25. CSc1nc2c(c(=O)n1Cc1ccccc1)SC(C)C2 (configuration not stated)
26. CCC(C)c1ccc(NC(=S)N2CCN(S(C)(=O)=O)CC2)cc1 (configuration not stated)
27. CCOc1ccccc1N(CC(=O)Nc1ccccc1C(=O)OC)S(C)(=O)=O
28. O=C(CN1C(=O)/C(=C/c2ccc(Cl)cc2)SC1=S)NC1C=CS(=O)(=O)C1 (configuration not stated)
29. CN(C)C(=O)CNc1n[nH]c(=S)[nH]c1=O
30. COc1ccc(C2CC(=O)C=C(NNS(=O)(=O)c3ccc(C)cc3)C2)cc1 (configuration not stated)
31. O=C(Nc1ccc(N2CCN(C(=O)c3ccccc3)CC2)c(Cl)c1)c1ccco1
32. CC(=O)Nc1ccc(OCC(=O)NCCc2ccc(Cl)cc2)cc1
entry no.	25	26	27	28	29	30	31	32
SRC1 inh	0	7	11	2	-10	16	8	-24
CF NFkB block	7	-2	1	17	-12	2	10	2
EBV LMP1 NFkB	4	1	-12	-4	-1	-2	22	0
TRAIL sens C8	-32	-21	-6	-8	6	-3	19	26
NR2F2 inh	17	-8	-2	15	-8	5	16	-11
SRC3 inh	-2	-24	-20	27	20	8	12	10
NCOA2 inhibitor	0	-34	-15	15	-7	-2	9	5
KKLEB cytotox	8	5	-7	2	14	3	12	-10
NR5A2 inv ag	7	-2	4	13	12	8	3	-3
TWEAK-Fn14 inh	25	10	-2	-10	-1	16	6	-2
TROY signal inh	-9	23	-10	-28	4	-21	35	-7

33. CC(=O)c1cccc(NC(=O)C(C)OC(=O)Cc2n[nH]c(=O)c3ccccc23)c1 (configuration not stated)
34. O=C(CCCN1C(=O)/C(=C/c2cccs2)SC1=S)Nc1ccccc1O
35. C[C@@H]1CN([C@H](C)CO)C(=O)c2cccc(NS(=O)(=O)c3ccccc3)c2O[C@H]1CN(C)C
36. CCCCOc1ccc(/C=N/NC(=S)Nc2cc(C)ccc2C)cc1
37. COc1cc2nc(CN(C)Cc3nc4ccccc4c(=O)[nH]3)[nH]c(=O)c2cc1OC
38. COc1ccc(CC2(CO)CCN(Cc3cnn(-c4ccccc4OC)c3)CC2)cc1
39. COC(=O)c1cc(NC(=O)CN(c2ccc(OC)cc2)S(=O)(=O)c2ccc(F)cc2)ccc1Cl
40. Cc1cc(C)c(C)c(S(=O)(=O)N2CCC(C(=O)Nc3ccc(S(=O)(=O)N4CCOCC4)cc3)CC2)c1C
entry no.	33	34	35	36	37	38	39	40
SRC1 inh	13	7	-34	4	12	6	0	-48
CF NFkB block	25	7	-7	16	-9	-11	-3	-5
EBV LMP1 NFkB	2	8	-5	-3	-9	9	-8	-7
TRAIL sens C8	-2	-21	13	-11	-4	12	-2	-5
NR2F2 inh	5	1	-1	1	-19	13	-5	-1
SRC3 inh	-3	-7	-2	13	-21	17	-11	3
NCOA2 inhibitor	-10	17	13	4	-4	-13	-10	11
KKLEB cytotox	-24	-1	6	-5	-24	0	-7	-4
NR5A2 inv ag	17	-9	-7	-9	-9	6	-1	-20
TWEAK-Fn14 inh	-2	-17	-11	-1	-14	-26	29	25
TROY signal inh	10	7	-7	4	-19	4	21	28

41. Nc1ccc(/C=C/C(=O)c2ccco2)cc1
42. Fc1ccccc1-c1nnc2c3ccccc3nc(N3CCOCC3)n12
43. CC1Cc2ccccc2N1C(=O)c1cnc2sccn2c1=O (configuration not stated)
44. CN(C[C@H](Cc1ccccc1)N(C[C@H](Cc1ccccc1)N(CC1(c2ccccc2)CC1)N=O)N=O)N=O
45. Cc1ccc(S(=O)(=O)N(C)C)cc1NC(=O)COC(=O)CCC1CCCC1
46. Cc1ccc(C)c(S(=O)(=O)Nc2ccc(O)c3ccccc23)c1
47. CCCC(=O)NC(NC(=S)Nc1c(C)n(C)n(-c2ccccc2)c1=O)C(Cl)(Cl)Cl (configuration not stated)
48. O=c1oc2ccccc2c(N2CCC(c3ccccc3)CC2)c1[N+](=O)[O-]
entry no.	41	42	43	44	45	46	47	48
SRC1 inh	-25	-7	-2	5	25	-5	0	-1
CF NFkB block	-18	-2	24	2	-4	86*	2	20
EBV LMP1 NFkB	9	3	-6	4	2	10	0	-3
TRAIL sens C8	6	10	6	1	-7	4	-25	1
NR2F2 inh	-35	8	1	1	7	1	2	4
SRC3 inh	-25	-2	5	15	7	7	1	-2
NCOA2 inhibitor	-25	-10	-4	-14	3	11	13	-19
KKLEB cytotox	9	6	-10	9	7	-53*	2	-11
NR5A2 inv ag	-40	20	2	-3	11	28	13	3
TWEAK-Fn14 inh	-7	7	4	15	-9	85*	82*	-2
TROY signal inh	-31	0	-1	9	20	42	.	-24
